Screening data deposited in PubChem BioAssay by several laboratories.
Mtb RmlCD inh: M. tuberculosis RmlC/RmlD inhibition. RmlC+RmlD coupled enzyme assay, percent inhibition; primary screen in compound mixtures. inhibition, % at 3.6 µM. hit rate 0.03% among 160,000. P9WH09+P9WH11; in the data active = inhibition mostly above about 34%, no sharp cut-off; inconclusive = no clear call, values can overlap the other calls; inactive = mostly below about 22%; also: some results filed as inactive read as strong as hits
Target sequence (P9WH09 whole entry, looked up): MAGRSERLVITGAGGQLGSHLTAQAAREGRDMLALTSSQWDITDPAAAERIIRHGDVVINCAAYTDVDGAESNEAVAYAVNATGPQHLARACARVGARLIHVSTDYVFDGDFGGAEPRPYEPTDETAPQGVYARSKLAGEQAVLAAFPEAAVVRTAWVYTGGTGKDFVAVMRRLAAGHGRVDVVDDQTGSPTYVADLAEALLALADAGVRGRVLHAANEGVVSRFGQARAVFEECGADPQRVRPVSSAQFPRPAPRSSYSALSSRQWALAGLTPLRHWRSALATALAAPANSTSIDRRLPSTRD
Target sequence (P9WH11 whole entry, looked up): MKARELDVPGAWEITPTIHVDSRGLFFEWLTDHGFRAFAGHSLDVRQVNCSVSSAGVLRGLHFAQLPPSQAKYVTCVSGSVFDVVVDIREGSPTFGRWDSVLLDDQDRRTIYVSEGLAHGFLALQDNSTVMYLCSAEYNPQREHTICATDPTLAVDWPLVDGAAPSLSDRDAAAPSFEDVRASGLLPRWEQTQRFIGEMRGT
GlmU inhibition: inhibition of mycobacterial GlmU enzyme – biochemical, glucosamine-1-phosphate acetyltransferase (AID 1376); hit rate 0.25% among 220,000; inhibition, %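 (tested at 30 µM in the primary screen)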, or IC50 in µM where a hit was titrated; M. tuberculosis GlmU acetyltransferase enzyme assay; higher % means a stronger effect; in the data active = inhibition above about 13%; inconclusive = no clear call, values can overlap the other calls;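 also: 0% = complete reaction with vehicle and 100% = reaction without substrate; strong numbers were not always called active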
Active calls of the source: *; ? = inconclusive; nt = not tested or not shown.

smiles	Mtb RmlCD inh	GlmU inhibition
Brc1ccc(OCc2cn3ccccc3n2)cc1	1	-6.7%
Cc1cccc(C)c1NC(=O)N1CCN(c2nc3ccccc3s2)CC1	-5	-1.4%
CN(CCOc1ccc(-c2ccn(S(=O)(=O)c3cccc4ccccc34)n2)cc1)c1ccccn1	-2	2.6%
Cn1c(SCC(=O)NC(C)(C)C)nnc1-c1cccc(NC(=O)c2ccccc2F)c1	nt	0.9%
Cc1ccc(NC(=O)CSc2nc(NS(=O)(=O)c3ccccc3)cc(=O)[nH]2)cc1	10	6.0%
Clc1ccc(-c2nnn(Cc3nc4ccccc4s3)n2)cc1	nt	2.7%
COC(=O)Cc1csc(Nc2ccccc2Cl)n1	-3	2.7%
CC(C)N(C(=S)NC1CC2CCC1C2)c1ccccc1 (stereo not drawn)	1	-0.1%
CC(C)C(=O)OCC(=O)Nc1ccc(N=Nc2ccccc2)cc1	3	6.5%
Cc1cc(-c2n[nH]c(=S)n2/N=C/c2ccc(Cl)c([N+](=O)[O-])c2)n[nH]1	-9	4.3%
CCOC(=O)C1CCCN(C(=O)c2cc(Cl)ccc2Cl)C1 (stereo not drawn)	nt	1.3%
CN(C)c1ccc(C2NCC(CCl)O2)cc1 (stereo not drawn)	nt	-7.7%

smiles	Mtb RmlCD inh	GlmU inhibition
Cn1c(=O)n(C)c2cc([N+](=O)[O-])c(N3CCN(C(=O)c4cccc(F)c4)CC3)cc21	5	5.4%
Cn1c(SCc2cccnc2)nnc1-c1c[nH]c2ccccc12	-2	-1.1%
CCc1nnc2cccc(Cl)n12	nt	-1.3%
Cc1ccc(C(=O)OCCn2cc(C#N)c(=O)[nH]c2=O)cc1	nt	5.7%
N#Cc1c(NC(=O)C2CC2)sc2c1CCCCC2	nt	0.1%
CC(=O)N1CCN=C1SCc1ccccc1	nt	-0.9%
COc1ccc2nc(Nc3nc(CSc4nc5ccccc5s4)cc(=O)[nH]3)nc(C)c2c1	nt	0.1%
CCOCCCNC(=O)CN1C(=O)C(CC)Oc2ccccc21 (stereo not drawn)	nt	-8.7%
COC(=O)C(N)Cc1ccc(OC)c([N+](=O)[O-])c1 (stereo not drawn)	-7	nt
c1ccc2sc(SN3CCOCC3)nc2c1	nt	3.8%
CCOC(=O)C1(Cc2ccc(OC)cc2)CCN(C(=O)CCc2cccnc2)CC1	-12	0.6%
CC(C)c1nc(-c2ccc([N+](=O)[O-])cc2)cs1	31	5.0%

smiles	Mtb RmlCD inh	GlmU inhibition
C1CCN=C(Nc2nc3c(s2)CCCC3)CC1	74	2.7%
COc1ccc(Nc2nc(N)c([N+](=O)[O-])c(NCc3ccccc3)n2)cc1	?	0.3%
CCOCCCNC(=S)N1CCCC(c2nc3ccc(C)cc3[nH]2)C1 (stereo not drawn)	4	1.4%
CC(=NCCCn1ccnc1)c1c(-c2ccccc2)[nH]n(-c2nc3ccccc3s2)c1=O	9	-9.0%
CC(C)c1ccc2c(c1)CCC1C(C)(CN)CCCC21C (stereo not drawn)	-3	-12%
Cc1ccc(Nc2nc(-c3ccncc3)cs2)cc1	4	-2.1%
CCCN1C(=O)/C(=c2\sc3nc(=O)c(Cc4ccc(C)cc4)nn3c2=O)c2ccccc21	-13	7.4%
Cc1cc(C2(c3ccc(O)c(C)c3)OC(=O)c3ccccc32)ccc1O	6	5.6%
Cc1cccc2cc(C#N)c(SCC(=O)Nc3ccccc3N3CCOCC3)nc12	nt	1.1%
CCc1ccc2[nH]c(=O)c(CN(CCN(C)C)C(=O)Nc3ccccc3)cc2c1	?	-8.2%
O=C(Nc1cccc2c1C(=O)NC2=O)c1cccc(N2C(=O)CCC2=O)c1	-7	-1.4%
CCC1(CC)Cc2ccccc2-c2nc(CN3CCOCC3)[nH]c(=O)c21	?	-7.0%

smiles	Mtb RmlCD inh	GlmU inhibition
Nc1nnc(SCC(=O)NC2CCCc3ccccc32)s1 (stereo not drawn)	-4	-2.4%
C=C1CCN(c2ccc(C(=O)NCc3ccc(OC)cc3)cc2[N+](=O)[O-])CC1	nt	5.0%
COc1ccc(-n2c3c(c(=O)[nH]c2=O)C(NC(=O)c2ccncc2)(C(F)(F)F)C(=O)N3)cc1 (stereo not drawn)	0	0.1%
Cc1cccc(CSc2nnc(-c3ccccn3)n2N)c1	-6	1.5%
COc1cc(NC(=S)N2CCN(C/C=C/c3ccccc3)CC2)cc(OC)c1	9	-2.4%
CN=C1SC(C(=O)O)CC(=O)N1C (stereo not drawn)	-3	0.5%
CCOC(=O)N/N=C/C=C/c1ccccc1	nt	6.5%
CC(NCc1ccc(S(N)(=O)=O)cc1)C(=O)Nc1cc([N+](=O)[O-])ccc1Cl (stereo not drawn)	-9	-4.9%
N/C(=N\OC(=O)C1CCCCC1)c1ccncc1	-2	-2.1%
Cc1ccc(C(OCC(O)CN2CCCCC2CO)c2ccccc2)cc1 (stereo not drawn)	nt	0.9%
CCN(C(=O)COc1cccnc1[N+](=O)[O-])C1CCS(=O)(=O)C1 (stereo not drawn)	11	2.6%
Cc1ccc(-c2nc(CSCC(=O)N3CCOCC3)c(C)o2)cc1	-8	8.4%

Given as labelled records: 2 of the compounds above.
Brc1ccc(OCc2cn3ccccc3n2)cc1
  Mtb RmlCD inh: 1
  GlmU inhibition: -6.7%
Cc1ccc(C(OCC(O)CN2CCCCC2CO)c2ccccc2)cc1 (stereo not drawn)
  Mtb RmlCD inh: nt
  GlmU inhibition: 0.9%

Next part
smiles	Mtb RmlCD inh	GlmU inhibition
O=C(c1ccncc1)c1ccc(Br)cc1	9	-3.2%
O=C1c2ccccc2C(Nc2ccc3c(c2)OCO3)N1Cc1ccco1 (stereo not drawn)	-6	-5.5%
Cc1ccc(O)c(C(=O)c2cnc3c(c2)c(-c2ccc(F)cc2)c(C#N)c(=O)n3C)c1	3	1.0%
Cc1ccc(C(c2nnnn2C(C)(C)C)N(Cc2ccco2)Cc2cccs2)cc1 (stereo not drawn)	4	1.6%
COc1ccc(Nc2nc(N3CCCC3)nc(N3CCCC3)n2)c(OC)c1	-6	2.6%
CCN(CC)C(=O)c1sc(NC(=O)c2cccnc2)c(C(=O)OC)c1C	-15	0.0%
COc1ccc(N2CCN(C(=O)C(CCSC)N=C3NS(=O)(=O)c4ccccc43)CC2)cc1 (stereo not drawn)	17	-5.5%
Cc1ccc(NC(=S)NNC(=S)Nc2ccc(C)cc2C)cc1	0	0.3%
O=C(CCN1CCN(CCO)CC1)Nc1ccc(OCc2ccccc2)cc1	11	0.1%
CCc1ccccc1N(C(=O)c1cccs1)C1C=CS(=O)(=O)C1 (stereo not drawn)	nt	1.5%
Cc1ccc(NC(=O)COC(=O)CCc2nc3ccccc3n2-c2ccccc2)c(C)c1	3	-3.6%
COc1ccc2c(c1)CCc1c(C(=O)N3CCOCC3)noc1-2	-12	14%*

| SMILES | Mtb RmlCD inh | GlmU inhibition |
| --- | --- | --- |
| CN(Cc1ccccc1)c1nc2c(c(=O)[nH]c(=O)n2C)n1C | 9 | 1.5% |
| COc1cccc(OCc2ccc(Cl)cc2)c1C#N | 1 | 2.9% |
| OCCN1CCN(c2cc(C(F)(F)F)nc3ccccc23)CC1 | 15 | 3.8% |
| COC(=O)Cc1ccc(NC(=S)NCc2ccc(OC)cc2)cc1 | nt | -2.2% |
| COc1cc(CN2CCCC(C(=O)c3ccccc3SC)C2)cc(OC)c1 (stereo not drawn) | -5 | 5.2% |
| NCCOc1ccccc1OCCN | -3 | 1.1% |
| Cc1ccc(/C=N/NC(=O)Cn2nc(C)c([N+](=O)[O-])c2C)o1 | -7 | 2.5% |
| O=C(CSc1ccccn1)c1ccc(F)cc1 | 4 | 0.5% |
| COC(=O)CSc1nc2ccc(C)cc2cc1C#N | -9 | -2.2% |
| CCOC(=O)c1ccc2c(c1)NCc1cccc(OC)c1O2 | -9 | 1.3% |
| Cc1c(N2C(=O)/C(=C3/C(=O)N(C)c4ccccc43)SC2=S)c(=O)n(-c2ccccc2)n1C | -6 | 0.2% |
| CCc1nnc(NC(=O)CSc2nc(C)cc(C)c2C#N)s1 | -10 | -5.0% |
| Cc1cccc(S(=O)(=O)Nc2cccc3c2C(=O)c2ccccc2-3)c1 | -6 | 2.9% |
| COc1cc(C(=O)Nc2ccc3c(c2)CCN3C(C)=O)cc(OC)c1OC | -51 | 0.3% |
| CCc1nc(SCC(=O)NCCc2ccccc2)c2oc3ccccc3c2n1 | 15 | nt |
| O=C(Cc1cccs1)Nc1nc(-c2cccnc2)cs1 | -14 | 4.6% |
| CC(C)(C)NCc1ccccc1OCc1cccs1 | 6 | 0.8% |
| Cn1cccc1C(=O)C(=O)Nc1ccc(Cl)cc1 | nt | 5.8% |
| O=C(Cn1cnc2c(nnn2-c2ccccc2)c1=O)NCc1ccc(F)cc1 | nt | -9.2% |
| COc1ccc(N2CCN(Cc3nc4c(c(=O)[nH]c(=O)n4C)n3CCCc3ccccc3)CC2)cc1 | 17 | 2.8% |
| CCCOc1c(Cl)cc(/C=N/O)cc1OCC | 4 | 1.4% |
| CCCC(=O)Nc1cc(C(=O)O)ccc1Sc1ccc(C)cc1 | -11 | 3.3% |
| CCc1ccc(S(=O)(=O)NC(=S)NC2CCCCC2)cc1 | nt | 2.2% |
| CN(C)/C=C(/C(=O)c1ccccc1)S(=O)(=O)c1ccc(Cl)cc1 | -5 | -5.3% |
| CC1=CC(C)(C)N2C(=O)C3(C(C#N)=C(N)Oc4cc(C)oc(=O)c43)c3cccc1c32 (stereo not drawn) | 2 | -4.3% |
| CN1CCN(CCOc2cccc(Cl)c2)CC1 | nt | 3.1% |
| CCN(c1ccccc1)S(=O)(=O)c1cc(NC(=O)COC(=O)C2CC2)ccc1Cl | nt | -6.9% |
| CC(C)(C)OC(=O)N1CCC[C@H]1c1nnc(SCc2ccccc2F)o1 | 1 | -1.3% |
| COc1ccc(OCCSc2nnc(-c3ccc(OC)cc3)n2N)cc1 | 5 | -3.6% |
| CN(CCc1ccccn1)C(=S)Nc1ccc(Cl)cc1Cl | -8 | -1.6% |

| SMILES | Mtb RmlCD inh | GlmU inhibition |
| --- | --- | --- |
| c1ccc(CCNC2=NCCCS2)cc1 | -7 | 9.8% |
| CC(=O)CCc1c(C)[nH]c2ccccc2c1=O | -2 | 9.4% |
| CCOC(=O)/C=C/CN(C(=O)OC(C)(C)C)S(=O)(=O)N1CC=CC1 | 8 | 3.9% |
| Cc1cccc(C)c1N1CC(=O)N(c2c(C)cccc2C)CC1=O | nt | 1.1% |
| O=c1[nH]c2c(c3c1CCCC3)CCCC2 | nt | 6.7% |
| Cc1nn(-c2ncc(C(F)(F)F)cc2Cl)c(=O)n1-c1ccccc1 | ? | 2.3% |
| Cc1cc(C)nc(Nc2n[nH]c(-c3cccc4ccccc34)n2)n1 | 0 | nt |
| COc1ccc(CCNC(=O)Nc2ccc([N+](=O)[O-])cc2)cc1OC | 4 | -5.9% |
| Cc1ccc(S(=O)(=O)Nc2nc(C)cc(N/N=C/c3ccc(O)cc3)n2)cc1 | -4 | -2.4% |
| CN(C)C(=O)Oc1ccc(OC(=O)c2ccccc2)cc1 | -3 | -0.4% |
| O=c1cc(O)c2sc3nc4c(c(C(F)(F)F)c3c2[nH]1)CCCCC4 | 14 | -2.8% |
| Cc1ccc(S(=O)(=O)N2CC2(C)CCl)cc1 (stereo not drawn) | 19 | 6.6% |
| Cc1ccc(OCC(=O)Nc2ccc3c(c2)nc(CCN2CCN(C)CC2)n3C)cc1 | -7 | -3.2% |
| COc1ccc(NC(=O)C2CCN(C(=O)NCc3ccccc3)CC2)cc1 | nt | 2.1% |
| CC(C)(C)C(=O)NC1CCN(S(=O)(=O)c2ccccc2F)CC1 | -4 | -2.1% |
| CN(C)c1ccnc(N(Cc2ccccc2)Cc2ccccc2)c1C#N | nt | 3.5% |
| CC(C)OC(=O)CSc1nnc(-c2ccco2)n1N | 23 | 0.7% |
| CC1=C/C(=N\N=C2\NC(=O)C(CC(=O)Nc3ccccc3F)S2)CC(C)(C)C1 (stereo not drawn) | -8 | 6.7% |
| COc1ccc(NC(=O)Nc2cccc([N+](=O)[O-])c2)cc1Cl | 8 | -3.9% |
| O=C(CSc1nnc2c(Cl)cc(C(F)(F)F)cn12)NCc1ccc(F)cc1 | -11 | 3.8% |
| COc1ccc(C(=O)/C=C/c2ccc(O)cc2)c(O)c1CC=C(C)C | nt | 4.4% |
| Cc1cc2c(c(SCC(=O)Nc3ccc(C)c(C)c3)n1)C(=O)OC2 | 6 | 1.0% |
| CC1(C)Cc2ccccc2C2=NNC(=O)C2=N1 | -4 | 0.6% |
| COc1cc(CN2CC(C)OC(C)C2)cc(OC)c1 (stereo not drawn) | nt | 7.4% |
| CCOc1ccccc1C(=O)OCC(=O)Nc1cc(Cl)ccc1Oc1ccccc1 | -5 | -3.4% |
| Cn1c(SCC(=O)O)nnc1-c1cccc(NC(=O)c2cccc3ccccc23)c1 | 4 | 5.2% |
| O=C(CN(Cc1ccccc1)S(=O)(=O)c1ccccc1)N/N=C/c1ccc2c(c1)OCO2 | 5 | 11% |
| O=C(NC1CCCCC1)Oc1cccc2ccccc12 | -14 | 5.6% |
| Oc1ccccc1/C=N/n1c(-c2cccs2)n[nH]c1=S | -10 | 7.5% |
| O=[N+]([O-])c1ccccc1/C=C\C=N\N1CCN(c2ccccc2)CC1 | 9 | -5.2% |
| Cc1ccc(-c2nn(C)c(=O)c3ccccc23)cc1CNC(=O)CSc1nc2ccccc2o1 | 7 | 3.1% |

Entries listed so far that contain a CF3 group (5):
| SMILES | Mtb RmlCD inh | GlmU inhibition |
| --- | --- | --- |
| COc1ccc(-n2c3c(c(=O)[nH]c2=O)C(NC(=O)c2ccncc2)(C(F)(F)F)C(=O)N3)cc1 (stereo not drawn) | 0 | 0.1% |
| OCCN1CCN(c2cc(C(F)(F)F)nc3ccccc23)CC1 | 15 | 3.8% |
| Cc1nn(-c2ncc(C(F)(F)F)cc2Cl)c(=O)n1-c1ccccc1 | ? | 2.3% |
| O=c1cc(O)c2sc3nc4c(c(C(F)(F)F)c3c2[nH]1)CCCCC4 | 14 | -2.8% |
| O=C(CSc1nnc2c(Cl)cc(C(F)(F)F)cn12)NCc1ccc(F)cc1 | -11 | 3.8% |

These rows are one share of the data; rates above refer to the full screens.
